APP 5UTR inh = APP translation inhibition | SH-SY5Y APP 5'UTR-luciferase reporter, luminescence | inhibition, % at 2 µM | actives 0.82% (n = 190,000);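 active = inhibition above a set limit, derived from the sample mean plus 3 SD, cut at about 45% in these data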; also: values of inactives mirror those of a sister screen read the other way
STAT1 activator = STAT1 signaling activation. NIH 3T3 STAT1-luciferase reporter, IFN-gamma, luminescence; 100% = IFN-gamma alone, no compound. activation (% of control), % at 5.5 µM. actives 2.6% (n = 200,000);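 active = activation above the screen-wide mean activation plus 3 SD, cut at about 130% in these data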;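 also: raw ratio to IFN-gamma control signal so 100% means no change and 0% no light; values of inactives mirror those of a sister screen read the other way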
APP 5'UTR act = APP 5'UTR luciferase reporter activation; AID 1276; activation, % at 2 µM; SH-SY5Y APP 5'UTR luciferase reporter, luminescence; zero percent = DMSO vehicle wells; actives 1% (n = 190,000);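 active = activation above a set limit, based on mean plus 3 SD of controls, cut at about 140% in these data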; also: values of inactives mirror those of a sister screen read the other way
FLuc act counter = affects firefly luciferase, flagging false hits in luciferase stimulation screens | ATPlite luciferase biochemical, luminescence, 10 min; 0 = ATP-free wells, 1 = DMSO control | activation factor at 10 µM | 200,000 tested, under 10 active;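 active = luciferase activation factor, scaled between plate controls, of at least 2 with compound at 10 µM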
Target sequence (P08659 whole entry, looked up): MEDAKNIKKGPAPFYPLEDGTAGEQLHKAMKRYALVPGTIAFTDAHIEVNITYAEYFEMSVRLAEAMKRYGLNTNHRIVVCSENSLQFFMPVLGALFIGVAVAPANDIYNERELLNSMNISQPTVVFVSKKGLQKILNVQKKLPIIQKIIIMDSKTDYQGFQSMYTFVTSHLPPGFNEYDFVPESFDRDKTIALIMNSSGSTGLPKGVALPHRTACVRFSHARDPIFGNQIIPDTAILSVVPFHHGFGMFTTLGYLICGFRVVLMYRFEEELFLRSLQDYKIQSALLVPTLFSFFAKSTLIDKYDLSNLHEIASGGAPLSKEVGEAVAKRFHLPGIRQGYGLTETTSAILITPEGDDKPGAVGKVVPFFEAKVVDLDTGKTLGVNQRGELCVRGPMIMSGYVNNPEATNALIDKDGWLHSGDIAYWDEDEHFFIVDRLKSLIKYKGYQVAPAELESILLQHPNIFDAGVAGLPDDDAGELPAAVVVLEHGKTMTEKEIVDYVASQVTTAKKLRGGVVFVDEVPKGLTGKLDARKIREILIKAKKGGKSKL
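Assay system: Luciferase/luciferin detection reagent, cell-free biochemical luciferase assay / Also added: ATP substrate / Schedule: 10 min at ambient temperature / Measured by: luminescence measurement of luciferase light output / Benchmarks: low control with PBS replacing ATP, high control enzyme plus ATP without compound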
TLR4-MyD88 BLA = inhibitors of human TLR4-MyD88 binding; AID 861; actives 0.18% (n = 200,000); HeLa CL3-4 TLR4/MyD88 BLA complementation, FRET ratio; inhibition, % at 8.4 µM; in the data active = inhibition above about 25%;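 also: 0% = vehicle and 100% = reference inhibitor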
G6PDH CS = counter-screen for G6PDH assay hits: L. mesenteroides G6PDH inhibition; Purified L. mesenteroides G6PDH, diaphorase/resazurin coupled fluorescence, 45 min; inhibition, % at 5 µM; AID 1020; actives 0.12% (n = 200,000); in the data active = inhibition above about 50%
NF-kB neuron act = raises NF-kB expression in human neuronal cells; NF-kB reporter expression; stronger effect = higher value; fold change at 12.5 µM; actives 1.6% (n = 190,000); in the data active = fold change above about 3.3
Diaph act CS = counter-screen for diaphorase-based assays: diaphorase activators and chemical reducers; actives 0.005% (n = 190,000); activation factor at 20 µM; AID 1229; Diaphorase/resazurin coupled assay, resorufin fluorescence, 16 min; stronger effect = higher value; 1 = vehicle wells, 0 = NADH-free wells;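 active = diaphorase activity raised at least twofold by the compound at 20 µM; inactive = activation factor below 2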
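System – purified diaphorase enzyme from Clostridium kluyveri · Input – enzyme 0.07 U/mL final · Also added – final NADH 0.114 mM, resazurin 0.1 mM · Measured by – fluorescence of resorufin, 544 nm excitation, 590 nm emission · Timing – 16 min enzyme reaction, ambient temperature · Measure – resorufin increase flagging diaphorase activators or reducers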
FLuc inhib CS = counter-screen for luciferase assay inhibitors: firefly luciferase inhibition | actives 1.5% (n = 200,000) | ATPLite firefly luciferase biochemical luminescence, 10 min | inhibition, % at 10 µM | P08659 | AID 1006;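 active = inhibition above about 50% when tested at 10 µM, limit read from the data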
Diaphorase inh = diaphorase inhibition or chemical oxidation counter-screen. inhibition, % at 20 µM. actives 0.69% (n = 190,000). AID 1217. diaphorase resazurin-to-resorufin fluorescence, NADH, 16 min; bacterial (C. kluyveri) enzyme, not human;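 active = primary screen inhibition at 20 µM above a set limit, cut at about 50% in these data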;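 also: plate controls were DMSO with full reaction for no effect and wells lacking NADH for full effect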
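System: Diaphorase enzyme from Clostridium kluyveri | Amount: Enzyme working solution with 0.14 U/mL diaphorase | Benchmarks: No-NADH positive control and DMSO neutral control | Signal: Fluorescence of resorufin formed from resazurin, Ex 544/Em 590 nm | Schedule: 16-min room-temperature incubation before reading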
Numbers without * were called inactive; nt = no result given.

SMILES	APP 5UTR inh	STAT1 activator	APP 5'UTR act	FLuc act counter	TLR4-MyD88 BLA	G6PDH CS	NF-kB neuron act	Diaph act CS	FLuc inhib CS	Diaphorase inh
C/C(=N\OC(=O)Nc1ccc(Cl)cc1)c1ncc(C(F)(F)F)cc1N1CCOCC1	-9	99	9	1	9	2	1.6	0.9	-5	13
O=C(NC1CCCCCC1)c1cc(S(=O)(=O)N2CCCCC2)ccc1N1CCOCC1	-8	104	8	1	-3	6	1.1	1.1	-4	-10
O=C(NCc1ccc2c(c1)OCO2)Nc1ccc2nsnc2c1	6	100	-6	1	-7	10	1.1	0.7	-2	32
Nc1nnc(CCS(=O)(=O)c2ccc(Br)cc2)s1	-8	101	8	1	1	4	0.93	1	0	-4
Cc1ccc(-c2nnc(-c3ccccc3S(=O)(=O)Cc3ccc(Cl)cc3)o2)cc1	9	105	-9	1	-3	1	1.2	1	-4	3
OCCN(Cc1ccccc1)Cc1nc(CC2CC2)no1	-2	92	2	1	-3	6	1	1	-3	-4
CCC(=O)NCCc1nc2ccccc2n1Cc1ccc(C)cc1	4	89	-4	1.1	1	6	0.92	0.8	-5	15
O=C1NC(c2ccccc2)=CC(c2ccccc2)N1 (stereo not drawn)	3	101	-3	1	13	6	1.2	1	-4	0
Cc1cc2ccccc2nc1Br	-12	94	12	1.1	5	12	1	0.9	-7	8
O=C(NCc1ccc(F)cc1)c1ccc[nH]1	1	95	-1	1.1	11	14	1.4	1	-6	4
O=C(NCc1ccc(F)cc1)c1cccc2c1C(=O)N(Cc1cccnc1)C2	-9	93	9	1.1	5	0	0.82	1	-7	2
O=C(N/N=C/c1cc([N+](=O)[O-])ccc1O)NC12CC3CC(CC(C3)C1)C2	-40	87	40	1	-4	12	0.64	0.9	0	13

The list goes on; it opens with the 2 that closed the last part.
SMILES	APP 5UTR inh	STAT1 activator	APP 5'UTR act	FLuc act counter	TLR4-MyD88 BLA	G6PDH CS	NF-kB neuron act	Diaph act CS	FLuc inhib CS	Diaphorase inh
O=C(NCc1ccc(F)cc1)c1cccc2c1C(=O)N(Cc1cccnc1)C2	-9	93	9	1.1	5	0	0.82	1	-7	2
O=C(N/N=C/c1cc([N+](=O)[O-])ccc1O)NC12CC3CC(CC(C3)C1)C2	-40	87	40	1	-4	12	0.64	0.9	0	13
Cc1ccc(CC2SC(=Nc3ccccc3)N(c3ccccc3)C2=O)cc1 (stereo not drawn)	4	101	-3	1	-13	11	0.78	0.8	-3	25
COc1cc(OC)cc(C(=O)Nc2ccc(-c3nc4ccccc4o3)c(O)c2)c1	-8	111	9	1	-4	-2	1.3	1	-2	4
CN(C)S(=O)(=O)c1ccc(C(=O)Nc2ccc(CN3CCCC3)cc2)cc1	2	105	-2	1.1	4	7	1.1	1.2	-5	-15
COc1cccc(-c2nn(-c3ccccc3)cc2C(=O)O)c1	-7	102	7	0.9	-10	5	0.83	0.9	6	7
COc1cc(-c2nc3ccc4ccccc4c3c3c2CCC3)cc(OC)c1OC	-6	106	6	1	7	16	1	0.7	-2	26
O=c1c(S(=O)(=O)c2ccc(Cl)cc2)cn(Cc2ccccc2)c2ccc(F)cc12	-2	97	2	1.1	-6	2	1.1	0.8	-7	20
CN(C)CC(C)(C)CNC(C(=O)Nc1ccc(Cl)cc1C(F)(F)F)c1ccccc1 (stereo not drawn)	6	95	-6	1	3	9	1.1	1.1	-4	-15
O=C(C1CCN(S(=O)(=O)c2cccnc2)CC1)N1CCCCC1	1	96	-1	1	20	7	0.94	0.9	-3	9
Cc1ccnc(NC(=O)c2sc3cc(Cl)ccc3c2Cl)c1	-171	111	171*	0.5	-3	-28	3.6*	1	50	5
CC(=O)Nc1nc(-c2ccccc2)ns1	-12	124	13	0.9	-4	10	1.7	0.9	6	14
CN(CC(=O)Nc1ccc(F)cc1)CC(=O)Nc1ccc(F)c(F)c1F	-1	97	1	1	-15	1	1.1	0.8	-3	16
CCCCCCN=CC1=C(O)C(C(=O)OC)C(C)(C)CC1=O (stereo not drawn)	8	95	-8	1.1	1	2	1.6	0.9	-7	9
CCCCN(CC)C(=O)/C=C/c1cccc([N+](=O)[O-])c1	-1	104	1	1	-10	8	1.1	0.9	-3	13
COc1ccc(NC(=O)CN(c2cc(C)cc(C)c2)S(=O)(=O)c2c(C)noc2C)cc1	1	93	-1	1.1	4	-4	0.94	0.6	-6	43
COc1ccc(-n2c(Cn3c(=O)sc4ccccc43)nnc2SC)cc1	15	100	-15	1.1	16	-5	1.3	0.9	-5	9
CC(C)(C)c1ccc(/C=C/C(=O)Nc2ccncc2)cc1	-12	116	12	0.8	2	-1	1.7	0.8	20	17
O=C(NC(=S)Nc1ccc(Cc2ccncc2)cc1)c1ccccc1F	23	102	-23	1	-15	6	1.3	1	-1	-4
COC(=O)c1c(C(C)=O)cnc2ccc(Br)cc12	13	107	-13	1.1	5	-4	1	0.9	-6	11
N#CC1=C(N)SC(N)=C(C#N)C1c1ccc(C(F)(F)F)cc1	3	100	-3	1.1	-6	1	1	0.7	-6	30
COc1ccc(S(=O)(=O)Cc2ccc(C(=O)N3CCC(C(N)=O)CC3)o2)cc1	-15	110	15	1	1	-1	1.1	0.9	0	8
O=c1ccc(/C=C/c2ccccc2)nn1Cc1ccc(Cl)cc1Cl	nt	104	nt	1	12	3	0.89	0.8	-2	22
O=C(NCC1CCCO1)c1onc(CSc2cccc(Cl)c2)c1C(=O)O (stereo not drawn)	-6	101	6	1	-7	4	1.3	0.9	-4	7
CC(=O)Nc1cccc2c1C(=O)NC2=O	-3	102	3	1	9	14	1.1	0.9	-2	10
CCOc1ccccc1-n1c(SCC(=O)Nc2ccc(CC)cc2)nc2n[nH]c(C)c2c1=N	-8	94	8	1	-13	-6	0.78	1	-4	-1
COC(=O)Cn1cc(C(=O)c2ccco2)c2ccccc21	2	110	-2	1.1	7	18	1.1	0.9	-6	11
CN(C)S(=O)(=O)N1CCN(C(=O)c2ccccc2Cl)CC1	6	106	-7	1.1	-11	22	1.1	0.9	-8	12
CCCS(=O)(=O)c1c(S(=O)(=O)CCC)c2c3ccccc3ccn2c1C(=O)OC	-1	108	1	1	-21	3	0.51	0.8	-2	19
CCOC(=O)c1ccccc1NC(=O)CSc1nnnn1C	-4	102	4	0.9	-14	7	1.2	1.1	7	-11
COCCn1nnnc1C(c1ccccn1)N1CCN(c2cccc(C)c2C)CC1 (stereo not drawn)	-12	94	12	1	10	0	1.6	1	-3	2
NS(=O)(=O)c1ccc(NC(=O)COC(=O)/C(=C/c2cccs2)c2cccs2)cc1	-9	92	9	1.1	1	3	0.92	0.7	-7	28
COc1ccc(NC(=O)CCCn2c(=O)c3sccc3n(Cc3ccccc3)c2=O)cc1	18	109	-18	1	17	-8	0.98	1	0	1
ONC(=Nc1ccc(Cl)cc1)c1ccccc1Cl	3	103	-3	1.1	-10	-7	1	0.9	-6	9
Cn1cc(CNCCCn2ncc3ccccc32)c(-c2ccccc2F)n1	5	90	-5	1.1	4	12	0.77	0.9	-7	15
CCN(C(=O)CN1CCN(S(=O)(=O)c2ccccc2C(F)(F)F)CC1)c1c(N)n(Cc2ccccc2)c(=O)[nH]c1=O	-10	103	10	1.1	4	-5	1.2	0.9	-9	8
COc1ccccc1C(=O)N1CCN(CCc2ccccc2)CC1	-15	100	15	1.2	2	2	0.98	0.9	-24	12
CCc1nnc(NC(=O)C2CCCCC2)s1	12	106	-12	1.1	-5	-8	1.3	0.9	-9	6
N#CCSc1ccsc1C(=O)Nc1ccc(F)cc1	-9	101	9	1	-4	39	1.3	0.8	1	17
Cc1c(Cl)cccc1NCC(=O)Nc1ccc(Cl)cc1F	-4	98	4	1	0	5	1.2	0.9	0	12
CCn1c(SC(C)C)nnc1-c1c[nH]c2ccccc12	nt	97	nt	0.9	-2	-3	1.1	0.8	7	16
CC(C)c1ccccc1NC(=S)NN(Cc1ccccc1)c1ccccc1	-20	96	20	1.1	-1	8	0.72	1	-8	-2
CC(=O)NS(=O)(=O)c1ccc(NC(=O)C(Sc2ccccc2)c2ccccc2)cc1 (stereo not drawn)	-18	88	18	1	-4	-9	1	0.8	-5	16
Cc1cc(C(=O)OCC(=O)NCc2ccco2)c(C)n1-c1ccc(F)cc1	75*	112	-75	1	-3	0	1.9	0.8	-2	17
Cc1ccccc1C(=O)NC(=S)Nc1ccccc1[N+](=O)[O-]	-7	108	7	1	3	1	1.6	0.9	-1	13
O=C(CCC1CCCC1)N1CCC(N2CCCCCC2)CC1	5	95	-5	1	-6	-1	1.1	1	-2	3
CCOc1cc(S(=O)(=O)N2CCOCC2)ccc1F	0	99	0	1.1	14	-8	1.1	0.9	-6	14
Cc1cc(C(=O)COc2cc(F)ccc2[N+](=O)[O-])c(C)n1C1CC1	-8	94	8	1	-3	-5	1.2	0.8	-4	18

At a glance, 14 of the compounds above:
SMILES	APP 5UTR inh	STAT1 activator	APP 5'UTR act	FLuc act counter	TLR4-MyD88 BLA	G6PDH CS	NF-kB neuron act	Diaph act CS	FLuc inhib CS	Diaphorase inh
COc1ccc(NC(=O)CCCn2c(=O)c3sccc3n(Cc3ccccc3)c2=O)cc1	18	109	-18	1	17	-8	0.98	1	0	1
ONC(=Nc1ccc(Cl)cc1)c1ccccc1Cl	3	103	-3	1.1	-10	-7	1	0.9	-6	9
Cn1cc(CNCCCn2ncc3ccccc32)c(-c2ccccc2F)n1	5	90	-5	1.1	4	12	0.77	0.9	-7	15
CCN(C(=O)CN1CCN(S(=O)(=O)c2ccccc2C(F)(F)F)CC1)c1c(N)n(Cc2ccccc2)c(=O)[nH]c1=O	-10	103	10	1.1	4	-5	1.2	0.9	-9	8
COc1ccccc1C(=O)N1CCN(CCc2ccccc2)CC1	-15	100	15	1.2	2	2	0.98	0.9	-24	12
CCc1nnc(NC(=O)C2CCCCC2)s1	12	106	-12	1.1	-5	-8	1.3	0.9	-9	6
N#CCSc1ccsc1C(=O)Nc1ccc(F)cc1	-9	101	9	1	-4	39	1.3	0.8	1	17
Cc1c(Cl)cccc1NCC(=O)Nc1ccc(Cl)cc1F	-4	98	4	1	0	5	1.2	0.9	0	12
CCn1c(SC(C)C)nnc1-c1c[nH]c2ccccc12	nt	97	nt	0.9	-2	-3	1.1	0.8	7	16
CC(C)c1ccccc1NC(=S)NN(Cc1ccccc1)c1ccccc1	-20	96	20	1.1	-1	8	0.72	1	-8	-2
CC(=O)NS(=O)(=O)c1ccc(NC(=O)C(Sc2ccccc2)c2ccccc2)cc1 (stereo not drawn)	-18	88	18	1	-4	-9	1	0.8	-5	16
Cc1cc(C(=O)OCC(=O)NCc2ccco2)c(C)n1-c1ccc(F)cc1	75*	112	-75	1	-3	0	1.9	0.8	-2	17
Cc1ccccc1C(=O)NC(=S)Nc1ccccc1[N+](=O)[O-]	-7	108	7	1	3	1	1.6	0.9	-1	13
O=C(CCC1CCCC1)N1CCC(N2CCCCCC2)CC1	5	95	-5	1	-6	-1	1.1	1	-2	3

Compound activity (PubChem BioAssay)
